Screens (PubChem BioAssay)
NFkB transloc pot: enhances IL-1B driven NFkB nuclear translocation; activation, % at 2 µM; 94,000 tested, 0.3% active; HUVEC IL-1B NFkB p65 nuclear translocation imaging;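 active = activation above 40%, about the mean plus 3 SD, also judged a hit on visual image review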;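 note: percent activation is computed from the nuclear over cytoplasmic p65 intensity ratio; values of inactives mirror those of a sister screen read the other way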
Bcl-B TR3 displacers: displacers of TR3 peptide from Bcl-B, primary screen, selectivity assay for Bfl-1 inhibitor project, biochemical, fluorescence polarization; displacement, % at 20 µM, or IC50 in µM where a hit was titrated; FP displacement of FITC-TR3 peptide from Bcl-B; higher % means a stronger effect; 96,000 tested, 0.11% active;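 active = displacement above 50% at 20 µM plus a fluorescence interference ratio under 1.5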;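 note: plate controls were wells without compound for no effect and wells lacking Bcl-B protein for full effect; a part of the inactive calls stands beside numbers as strong as those of hits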
MRP reversal: compounds reversing MRP-mediated drug resistance. differential viability (reversal), % at 10 µM. 85,000 tested, 0.04% active. H69AR cells + 2 uM doxorubicin, CellTiter-Glo, 72 h;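 active = viability drop by adding the cancer drug above about 55%, with treated viability meeting a 40% cutoff, limit read from the data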;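 note: viability without doxorubicin minus viability with 2 µM doxorubicin for each compound; larger differential means the compound sensitizes cells more to doxorubicin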
NFkB transloc inh: blocks IL-1B driven NFkB nuclear translocation in HUVEC cells; HUVEC IL-1B NFkB p65 nuclear translocation imaging; AID 796; inhibition, % at 2 µM; 94,000 tested, 0.43% active;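 active = inhibition above about 30% together with a positive call from visual inspection of the well image, limit read from the data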;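 note: nuclear over cytoplasmic p65 intensity ratio measured by imaging; 0% = IL-1B stimulated DMSO wells and 100% = unstimulated DMSO wells; values of inactives mirror those of a sister screen read the other way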
PLAP inhibition: PLAP enzyme inhibitors, biochemical, luminescence, HTS (AID 690). inhibition, % at 20 µM, or IC50 in µM where a hit was titrated. purified PLAP, luminescent substrate; higher % means a stronger effect. 96,000 tested, 0.08% active; in the data active = a potency from the dose series; inactive = the rest, 99 in 100 with inhibition below about 30%; note: strong numbers were not always called active
MRP reversal cytotoxicity: further read-out of MRP reversal, marked with its call; viability, %; H69AR cells, CellTiter-Glo, 72 h; measured here: cytotoxicity without doxorubicin
MRP reversal with doxorubicin: recorded beside MRP reversal, whose call it bears; viability, %; measured here: viability with 2 uM doxorubicin; stronger effect = lower value
NFkB transloc inh cell count 2 µM: also measured in NFkB transloc inh; calls as there; cell count; measured here: cells passing quality filter;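 raw number of nuclei counted in each imaged well without normalization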
NFkB transloc pot cell count 2 µM: also measured in NFkB transloc pot; calls as there; cell count; measured here: cells passing quality filter
Numbers without * were called inactive; / = not tested or not shown. Only part of the results is shown. The share of hits here may be higher or lower than overall.

SMILES | NFkB transloc pot | NFkB transloc pot cell count 2 µM | Bcl-B TR3 displacers | MRP reversal | MRP reversal cytotoxicity | MRP reversal with doxorubicin | NFkB transloc inh | NFkB transloc inh cell count 2 µM | PLAP inhibition
CCn1c(NC(=O)c2cccs2)nc2ccccc21 | 5.8 | 185 | 5.0% | -35.1 | 33.1 | 68.2 | -5.8 | 185 | -47.7%
Cc1oc2c(C)c(O)ccc2c(=O)c1-c1ccc2ccccc2n1 | 3.0 | 130 | -11.6% | / | / | / | -3.0 | 130 | -12.2%
O=C(C[n+]1ccc(C(=O)N/N=C/c2ccc(Cl)cc2Cl)cc1)c1ccccc1 | 3.0 | 126 | 4.7% | 6.2 | 86.7 | 80.5 | -3.0 | 126 | -30.1%
CSc1nc2ccc(NS(=O)(=O)c3ccc4c(c3)OCCO4)cc2s1 | / | / | -26.4% | 10.9 | 108.1 | 97.2 | / | / | -18.9%
N#CCSCC(=O)Nc1ccc(Cl)cc1 | 20.3 | 124 | -3.5% | 3.5 | 93.7 | 90.3 | -20.3 | 124 | 10.9%
Cc1cc2nnn(-c3nnc(-c4ccccc4)c4ccccc34)c2cc1C | 1.9 | 169 | -2.4% | / | / | / | -1.9 | 169 | 0.0%
O=S(=O)(c1ccccc1C(F)(F)F)N1CCC(n2cnc3ccccc32)CC1 | 6.8 | 148 | 0.6% | -9.4 | 63.9 | 73.3 | -6.8 | 148 | -61.5%
N#CC(C(=O)C1CCCCC1)c1nc2ccccc2[nH]1 (configuration not stated) | 14.4 | 128 | -9.0% | -14.3 | 43.6 | 58.0 | -14.4 | 128 | 20.1%
O=C(C#Cc1cccc([N+](=O)[O-])c1)c1ccccc1 | -10.2 | 116 | 6.0% | 0.2 | 2.6 | 2.4 | 10.2 | 116 | 4.0%
O=C(/C=C/c1ccccc1Cl)NC(=S)Nc1ccccc1C(=O)NC1CCCCC1 | 29.2 | 193 | -4.2% | / | / | / | -29.2 | 193 | 10.0%
Cc1nc2cc(NC(=O)COc3ccccc3C#N)ccc2n1-c1ccccc1 | -0.3 | 78 | -20.4% | 3.1 | 80.3 | 77.2 | 0.3 | 78 | -66.2%
CC1(C)NC(=O)N(CCCCOc2cccc(C(F)(F)F)c2)C1=O | / | / | -2.9% | 8.7 | 98.7 | 89.9 | / | / | 3.9%
Cc1oc2c(CN3CCCC3)c(O)ccc2c(=O)c1Oc1ccccc1Br | -4.8 | 134 | -5.5% | 6.5 | 83.7 | 77.3 | 4.8 | 134 | -21.2%
Clc1ccccc1CSc1nnc(-c2cccnc2)n1Cc1ccco1 | -0.9 | 146 | 0.8% | 1.4 | 80.2 | 78.8 | 0.9 | 146 | -71.8%
COc1ccc(-c2nc(CSCC(=O)N3CCN(C)CC3)c(C)o2)cc1OC | -6.5 | 174 | -1.2% | 7.3 | 92.5 | 85.2 | 6.5 | 174 | -51.9%
COC(=O)c1sccc1NC(=O)c1ccc(C)o1 | 6.4 | 161 | -3.4% | -26.1 | 47.7 | 73.7 | -6.4 | 161 | -5.1%
CCOC(=O)C1=C(C)NC(=O)NC1c1ccc(NC(C)=O)cc1 (configuration not stated) | 4.3 | 171 | -0.7% | 8.6 | 98.0 | 89.5 | -4.3 | 171 | 2.7%
CCCN1CN(Cc2ccccc2)CC2=C1CC(C)(C)CC2=O | 1.2 | 141 | -0.7% | -7.7 | 75.1 | 82.8 | -1.2 | 141 | -12.0%
CC(C)C(=O)NC(C)C(c1cccs1)N1CCN(C)CC1 (configuration not stated) | / | / | 1.5% | / | / | / | / | / | -6.0%
CCCn1c(C)cc(-c2csc(N)n2)c1C | 12.4 | 171 | 10.4% | -2.2 | 70.6 | 72.8 | -12.4 | 171 | -24.1%
O=C(COC(=O)CCc1c[nH]c(=O)[nH]1)Nc1ccccc1Cl | -0.9 | 74 | 10.5% | -3.0 | 80.0 | 83.0 | 0.9 | 74 | 6.6%
O=S(=O)(c1ccc(F)cc1)N1CCn2c(nc3ccccc32)C1 | -1.2 | 160 | -2.6% | 0.5 | 90.3 | 89.8 | 1.2 | 160 | 17.7%
CCCCn1c(C)nc2c(=O)n(C)c(=O)[nH]c21 | -1.8 | 96 | -2.4% | -5.3 | 91.0 | 96.3 | 1.8 | 96 | -4.7%
COc1ccc(C2CC(=O)C(C=NCCN3CCN(C(C)=O)CC3)=C(O)C2)cc1OC (configuration not stated) | / | / | -2.9% | 7.6 | 103.7 | 96.0 | / | / | -3.1%
CC1(C)N=C(SCC(=O)Nc2ccc(Cl)cc2)C(c2ccc(Cl)cc2)=N1 | 26.2 | 188 | -3.2% | -5.8 | 8.4 | 14.2 | -26.2 | 188 | -7.9%
CCn1c(SC)nnc1C1CCN(S(=O)(=O)c2ccc(OC)cc2)CC1 | 13.9 | 143 | 1.4% | / | / | / | -13.9 | 143 | 8.8%
O=C(Nc1nnc(Cc2ccccc2)s1)c1ccco1 | 12.7 | 128 | 9.7% | 3.7 | 94.5 | 90.8 | -12.7 | 128 | -7.2%
COc1ccc(Cc2noc(-c3ccc(C)cc3)n2)cc1 | 4.7 | 182 | 4.7% | 8.8 | 102.9 | 94.1 | -4.7 | 182 | 11.0%
COC1(OC)N=C(N)C2(C#N)C(c3ccc(F)cc3)C12C#N (configuration not stated) | / | / | -1.6% | -13.4 | 87.8 | 101.2 | / | / | -22.2%
Cc1ccc(CNc2ccc(N3CCOCC3)c(C(=O)O)c2)s1 | -5.4 | 191 | -4.9% | 2.4 | 97.4 | 95.1 | 5.4 | 191 | -53.1%
CCCCNS(=O)(=O)C1CCS(=O)(=O)C1 (configuration not stated) | -2.7 | 174 | 0.9% | -1.6 | 87.5 | 89.1 | 2.7 | 174 | 7.3%
CC(C)CC(=O)Nc1cccc(-c2csc(-c3ccccc3)n2)c1 | 6.7 | 96 | -2.1% | / | / | / | -6.7 | 96 | -18.7%
COc1cc(C(c2nnnn2C2CCCC2)N2CCN(C)CC2)cc(OC)c1OC (configuration not stated) | -8.0 | 109 | -3.5% | -1.1 | 87.8 | 88.9 | 8.0 | 109 | -71.4%
O=C(Nc1ccccc1Oc1ccccc1)c1cnccn1 | 7.1 | 180 | -4.8% | 26.0 | 93.3 | 67.3 | -7.1 | 180 | 3.7%
O=c1nc(N2CCOCC2)nc2n1CCO2 | 21.4 | 125 | -0.4% | -9.2 | 92.5 | 101.7 | -21.4 | 125 | -16.7%
CC(=O)c1ccc(N(C(=O)Cn2nnc3ccccc32)C(C(=O)NC2CCCCC2)c2cn(C)nc2C)cc1 (configuration not stated) | 24.6 | 111 | / | 8.4 | 95.4 | 87.0 | -24.6 | 111 | /
COc1ccc(S(=O)(=O)N2CCn3c2nc2ccccc23)cc1 | 11.5 | 160 | -3.5% | -17.1 | 86.7 | 103.8 | -11.5 | 160 | 13.2%
N#C/C(=C(/O)COC(=O)c1ccc2c(c1)OCCO2)c1nc2ccccc2[nH]1 | 7.7 | 188 | -20.6% | 0.6 | 92.9 | 92.3 | -7.7 | 188 | -67.3%
CCCCCC(=O)Nc1nc(C)c(-c2csc(Nc3cc(Cl)ccc3C)n2)s1 | 6.5 | 118 | -22.4% | / | / | / | -6.5 | 118 | -1.0%
Cc1c(NC(=O)C(C)OC(=O)c2cc3c4ccccc4n(C)c3s2)c(=O)n(-c2ccccc2)n1C (configuration not stated) | 21.3 | 125 | 0.4% | -8.2 | 60.5 | 68.7 | -21.3 | 125 | -18.5%
COc1ccc(OC)c(NC(=O)C2COc3ccccc3O2)c1 (configuration not stated) | 2.3 | 157 | 12.3% | -4.0 | 68.6 | 72.6 | -2.3 | 157 | -1.5%
CC(=O)Nc1ccc(S(=O)(=O)Oc2cccc(N3C(=O)C4CC=CCC4C3=O)c2)cc1 (configuration not stated) | 4.1 | 151 | -5.5% | / | / | / | -4.1 | 151 | -4.5%
COc1ccc(N(CC(=O)N2CCCCC2)S(=O)(=O)c2c(C)nn(C)c2C)cc1 | -8.6 | 167 | -5.8% | 16.3 | 97.0 | 80.7 | 8.6 | 167 | -47.9%
CC(C)C1CC(c2csc(N)n2)CCO1 (configuration not stated) | -2.5 | 87 | -3.5% | -5.8 | 94.4 | 100.2 | 2.5 | 87 | 6.7%
CC1CCC2(CC1)NC(CO)(CO)CO2 (configuration not stated) | -0.1 | 166 | / | 3.2 | 93.6 | 90.4 | 0.1 | 166 | /
C=C(C)C1Cc2c(C)nn(-c3cccc4ccccc34)c2C1 (configuration not stated) | 1.5 | 121 | 6.4% | -36.4 | 41.9 | 78.3 | -1.5 | 121 | -1.1%
O=c1[nH]c(CN2CCN(c3ccc(F)cc3)CC2)nc2ccccc12 | -3.3 | 173 | -10.0% | -3.2 | 89.5 | 92.7 | 3.3 | 173 | 1.5%
COc1cc(Cn2c(C(=O)O)cc3sccc32)cc(OC)c1OC | 17.0 | 125 | -0.8% | 4.1 | 83.2 | 79.1 | -17.0 | 125 | -42.3%

Entries of single compounds, looked up by structure:
O=S(=O)(c1ccc(F)cc1)N1CCn2c(nc3ccccc32)C1 across the screens: NFkB transloc pot = -1.2; NFkB transloc pot cell count 2 µM = 160; Bcl-B TR3 displacers = -2.6%; MRP reversal = 0.5; MRP reversal cytotoxicity = 90.3; MRP reversal with doxorubicin = 89.8; NFkB transloc inh = 1.2; NFkB transloc inh cell count 2 µM = 160; PLAP inhibition = 17.7%
COc1ccc(-c2nc(CSCC(=O)N3CCN(C)CC3)c(C)o2)cc1OC across the screens: NFkB transloc pot = -6.5; NFkB transloc pot cell count 2 µM = 174; Bcl-B TR3 displacers = -1.2%; MRP reversal = 7.3; MRP reversal cytotoxicity = 92.5; MRP reversal with doxorubicin = 85.2; NFkB transloc inh = 6.5; NFkB transloc inh cell count 2 µM = 174; PLAP inhibition = -51.9%
CC(C)CC(=O)Nc1cccc(-c2csc(-c3ccccc3)n2)c1 across the screens: NFkB transloc pot = 6.7; NFkB transloc pot cell count 2 µM = 96; Bcl-B TR3 displacers = -2.1%; MRP reversal = /; MRP reversal cytotoxicity = /; MRP reversal with doxorubicin = /; NFkB transloc inh = -6.7; NFkB transloc inh cell count 2 µM = 96; PLAP inhibition = -18.7%

The list goes on:
SMILES | NFkB transloc pot | NFkB transloc pot cell count 2 µM | Bcl-B TR3 displacers | MRP reversal | MRP reversal cytotoxicity | MRP reversal with doxorubicin | NFkB transloc inh | NFkB transloc inh cell count 2 µM | PLAP inhibition
COc1cc(OC)cc(C(=O)NCCNC(=O)c2ccccc2)c1 | 14.4 | 137 | -6.3% | 7.2 | 87.2 | 80.0 | -14.4 | 137 | 6.2%
Cc1ccc(NC(=O)c2ccc(-c3nn(C)c(=O)c4ccccc34)cc2)c(C)c1 | 7.8 | 153 | 13.5% | -11.9 | 77.2 | 89.2 | -7.8 | 153 | -53.8%
CC(=O)Cc1nsc(NC(=O)c2cc(-c3cccc(C(F)(F)F)c3)oc2C)n1 | 22.8 | 119 | -8.3% | -11.8 | 75.0 | 86.8 | -22.8 | 119 | -25.7%
CCOC(=O)C1CCN(c2nnc(N3CCCC3=O)s2)CC1 | / | / | -3.6% | / | / | / | / | / | -8.6%
CCNC(=O)C1CCCN1S(=O)(=O)c1ccc(OC)cc1 (configuration not stated) | 5.9 | 70 | -5.0% | -7.6 | 92.7 | 100.3 | -5.9 | 70 | 1.8%
O=c1[nH]c(CN2CCN(CCO)CC2)nc2ccccc12 | -7.5 | 133 | / | / | / | / | 7.5 | 133 | /
COc1ccccc1Cn1c(=S)[nH]c2cc(C(=O)NCCN3CCOCC3)ccc2c1=O | 11.3 | 111 | -8.5% | -19.5 | 52.9 | 72.5 | -11.3 | 111 | -14.0%
CC(C)(C)CC(=O)N1CCC(c2nc3c(nnn3Cc3c(F)cccc3Cl)c(=O)[nH]2)CC1 | -3.9 | 197 | -12.0% | 32.6 | 66.3 | 33.7 | 3.9 | 197 | -21.6%
Cn1c(=O)c2c(nc(OC/C=C/c3ccccc3)n2C)n(C)c1=O | 9.6 | 200 | / | -4.2 | 89.2 | 93.4 | -9.6 | 200 | /
